Screening data as filed in PubChem.
NSD2 block: NSD2 (human) methyltransferase inhibition; NSD2-SET H3K36me1 DELFIA fluorescence, biochemical; inhibition, % at 12.5 µM; 44,000 compounds, 0.07% hits; AID 624260; in the data active means inhibition above about 54%, passing the limit was not always enough; inconclusive means no clear call, values can overlap the other calls;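 further: inhibitors reduce the monomethyl H3K36 fluorescence signal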
Target sequence (O96028 whole entry, looked up): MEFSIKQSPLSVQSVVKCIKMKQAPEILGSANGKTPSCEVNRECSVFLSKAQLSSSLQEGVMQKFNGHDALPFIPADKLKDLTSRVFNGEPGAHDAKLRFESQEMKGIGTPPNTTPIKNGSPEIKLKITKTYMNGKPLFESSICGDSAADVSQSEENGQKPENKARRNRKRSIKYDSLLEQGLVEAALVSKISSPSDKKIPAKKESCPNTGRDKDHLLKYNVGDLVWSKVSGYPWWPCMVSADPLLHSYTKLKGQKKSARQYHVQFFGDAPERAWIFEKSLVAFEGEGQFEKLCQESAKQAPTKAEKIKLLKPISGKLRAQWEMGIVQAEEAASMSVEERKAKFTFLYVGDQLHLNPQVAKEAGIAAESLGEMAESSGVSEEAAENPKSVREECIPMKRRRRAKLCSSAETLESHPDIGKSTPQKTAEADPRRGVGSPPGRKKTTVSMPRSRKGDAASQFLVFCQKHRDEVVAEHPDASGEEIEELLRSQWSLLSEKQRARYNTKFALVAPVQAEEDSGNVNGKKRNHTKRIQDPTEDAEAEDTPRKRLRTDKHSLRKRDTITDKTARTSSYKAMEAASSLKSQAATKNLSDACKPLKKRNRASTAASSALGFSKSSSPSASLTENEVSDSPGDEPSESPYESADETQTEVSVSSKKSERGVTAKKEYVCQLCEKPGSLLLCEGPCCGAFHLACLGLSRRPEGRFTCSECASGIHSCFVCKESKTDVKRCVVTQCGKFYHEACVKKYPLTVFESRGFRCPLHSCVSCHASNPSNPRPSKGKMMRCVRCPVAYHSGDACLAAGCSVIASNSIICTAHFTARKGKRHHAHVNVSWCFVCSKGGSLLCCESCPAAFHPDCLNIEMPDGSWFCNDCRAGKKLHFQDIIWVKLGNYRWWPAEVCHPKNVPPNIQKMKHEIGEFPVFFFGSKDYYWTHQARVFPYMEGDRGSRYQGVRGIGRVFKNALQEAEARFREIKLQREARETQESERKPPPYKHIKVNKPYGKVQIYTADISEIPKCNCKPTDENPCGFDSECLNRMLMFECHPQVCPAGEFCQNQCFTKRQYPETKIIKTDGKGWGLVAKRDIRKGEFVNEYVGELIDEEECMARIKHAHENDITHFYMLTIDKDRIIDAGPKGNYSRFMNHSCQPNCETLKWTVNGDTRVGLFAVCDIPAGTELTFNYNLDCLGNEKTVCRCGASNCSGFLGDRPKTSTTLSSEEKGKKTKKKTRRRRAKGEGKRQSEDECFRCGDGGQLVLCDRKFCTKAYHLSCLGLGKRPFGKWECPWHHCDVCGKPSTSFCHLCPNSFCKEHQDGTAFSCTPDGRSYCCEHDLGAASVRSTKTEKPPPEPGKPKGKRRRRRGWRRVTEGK
* hit, by the source's call; ? = inconclusive; & = joins results of further samples. The list is partial; count on the stated rates, not on these rows.

SMILES	NSD2 block
O=C(C[C@H]1C[C@H]2c3cc(NC(=O)NC4CCCC4)ccc3O[C@H]2[C@H](CO)O1)NCc1ccc(Cl)cc1	-4
C[C@@H]1CN([C@H](C)CO)C(=O)c2cc(Br)cnc2O[C@H]1CN(C)Cc1cccc(F)c1	-3
Cc1ccc(S(=O)(=O)Nc2ccc3c(c2)C(=O)N([C@@H](C)CO)C[C@H](C)[C@@H](CN(C)CC2CC2)O3)cc1	3
CCC(=O)N(C)C[C@H]1Oc2cc(-c3cccnc3)ccc2S(=O)(=O)N([C@@H](C)CO)C[C@H]1C	1
C[C@@H]1CN([C@H](C)CO)C(=O)Cc2cc(NC(=O)Nc3ccccc3)ccc2O[C@@H]1CN(C)S(=O)(=O)c1ccc(F)cc1	-4
CCC(=O)N(C)C[C@H]1Oc2ncc(C#Cc3ccccc3OC)cc2C(=O)N([C@H](C)CO)C[C@@H]1C	-2
C[C@H]1CN([C@@H](C)CO)C(=O)c2cccc(NC(=O)NC3CCCCC3)c2O[C@@H]1CN(C)Cc1ccc2c(c1)OCO2	2
C[C@@H]1CN([C@@H](C)CO)S(=O)(=O)c2ccc(-c3ccccc3)cc2O[C@H]1CN(C)C(=O)c1ccc2c(c1)OCO2	?
COc1cc(OC)c(C(=O)/C=C/c2ccccc2)c(O)c1O	-3
CC(C)NC(=O)Nc1ccc2c(c1)C(=O)N([C@H](C)CO)C[C@H](C)[C@H](CN(C)Cc1ccncc1)O2	-3
C[C@@H]1CCCCO[C@H](CN(C)S(=O)(=O)c2ccc(Cl)cc2)[C@H](C)CN([C@@H](C)CO)C(=O)c2cc(N(C)C)ccc2O1	-1
CC(=O)N(C)C[C@@H]1Oc2ncc(-c3cncnc3)cc2C(=O)N([C@H](C)CO)C[C@@H]1C	-1
Cc1ccc(S(=O)(=O)N(C)C[C@@H]2Oc3c(cccc3N(C)C)C(=O)N([C@H](C)CO)C[C@H]2C)cc1	4
C[C@H]1CN([C@@H](C)CO)C(=O)Cc2cc(NS(C)(=O)=O)ccc2O[C@H]1CN(C)S(=O)(=O)c1cccs1	-1
C[C@H]1CN([C@@H](C)CO)C(=O)c2cc(NC(=O)C3CC3)ccc2O[C@H]1CN(C)S(=O)(=O)c1ccc(Cl)cc1	3
C[C@H](CO)N1C[C@H](C)[C@@H](CN(C)Cc2ccncc2)Oc2ccc(NC(=O)Cn3cnnn3)cc2CC1=O	8
C[C@@H]1CN([C@@H](C)CO)S(=O)(=O)c2ccc(-c3ccccc3F)cc2O[C@H]1CN(C)S(C)(=O)=O	3
Cc1noc(C)c1S(=O)(=O)N(C)C[C@@H]1Oc2c(cccc2N(C)C)C(=O)N([C@H](C)CO)C[C@H]1C	6
COc1ccc(S(=O)(=O)Nc2ccc3c(c2)C(=O)N([C@@H](C)CO)C[C@@H](C)[C@@H](CN(C)S(=O)(=O)c2cn(C)cn2)O3)cc1	0
Cc1noc(C)c1S(=O)(=O)Nc1ccc2c(c1)C(=O)N([C@H](C)CO)C[C@@H](C)[C@H](CN(C)C(=O)Nc1ccc3c(c1)OCO3)OCCCC[C@@H](C)O2	0
CCCNC(=O)N(C)C[C@@H]1Oc2cc(C#C[C@H](C)O)ccc2S(=O)(=O)N([C@H](C)CO)C[C@H]1C	8
Cc1ccc(S(=O)(=O)Nc2ccc3c(c2)CC(=O)N([C@@H](C)CO)C[C@H](C)[C@@H](CN(C)Cc2ccc(-c4ccccc4)cc2)O3)cc1	7
Cc1ccc(S(=O)(=O)N[C@@H]2CC[C@H](CC(=O)NCCc3ccncc3)O[C@@H]2CO)cc1	11
CC(C)NC(=O)N(C)C[C@H]1Oc2cc(-c3ccccc3)ccc2S(=O)(=O)N([C@H](C)CO)C[C@@H]1C	4
O=c1[nH]c(=O)n(Cc2c(Cl)cccc2Cl)cc1F	-1

Three entries from above, ordered by count of non-hydrogen atoms, high to low:
SMILES	NSD2 block
Cc1noc(C)c1S(=O)(=O)Nc1ccc2c(c1)C(=O)N([C@H](C)CO)C[C@@H](C)[C@H](CN(C)C(=O)Nc1ccc3c(c1)OCO3)OCCCC[C@@H](C)O2	0
C[C@H]1CN([C@@H](C)CO)C(=O)c2cccc(NC(=O)NC3CCCCC3)c2O[C@@H]1CN(C)Cc1ccc2c(c1)OCO2	2
C[C@H]1CN([C@@H](C)CO)C(=O)c2cc(NC(=O)C3CC3)ccc2O[C@H]1CN(C)S(=O)(=O)c1ccc(Cl)cc1	3

(next part)
SMILES	NSD2 block
C[C@@H]1CN([C@H](C)CO)C(=O)c2cc(NC(=O)c3ccncc3)ccc2O[C@@H](C)CCCCO[C@H]1CN(C)C	-1
C/C=C/c1ccc2c(c1)O[C@H](CN(C)S(=O)(=O)c1ccc(F)cc1)[C@H](C)CN([C@@H](C)CO)S2(=O)=O	-6
Cc1ccc(S(=O)(=O)Nc2ccc3c(c2)C(=O)N([C@@H](C)CO)C[C@@H](C)[C@@H](CN(C)Cc2ccc(C(F)(F)F)cc2)O3)cc1	-14
C[C@@H]1CN([C@H](C)CO)C(=O)Cc2cc(NC(=O)Cc3cn(C)c4ccccc34)ccc2O[C@@H]1CN(C)C(=O)Nc1ccccc1	-1
CC(C)NC(=O)N(C)C[C@H]1OCc2cn(nn2)CCCC(=O)N([C@H](C)CO)C[C@H]1C	-4
C[C@H]1CN([C@@H](C)CO)C(=O)Cc2cc(NC(=O)Nc3ccc(C(F)(F)F)cc3)ccc2O[C@@H]1CN(C)S(=O)(=O)c1ccccc1	-5
C[C@H](CO)N1C[C@H](C)[C@H](CN(C)C(=O)c2ccccc2)Oc2ncc(C3=CCCC3)cc2C1=O	2
COc1ccc(S(=O)(=O)N(C)C[C@@H]2OCCCC[C@H](C)Oc3ccc(NC(=O)Nc4ccccc4)cc3C(=O)N([C@@H](C)CO)C[C@H]2C)cc1	11
C[C@H]1CN([C@@H](C)CO)C(=O)c2cccc(NS(C)(=O)=O)c2O[C@H]1CN(C)Cc1ccccc1	5
CC(C)Cc1ccc(CN2CC[C@@H](NS(=O)(=O)c3ccccc3)C2)cc1	5
O=C(NCc1cc2ccccc2s1)C1CN(C(c2ccccc2)c2ccccc2)C1	1
COc1ccc(-c2cnc3c(c2)C(=O)N([C@H](C)CO)C[C@H](C)[C@H](CN(C)C(=O)Nc2ccc4c(c2)OCO4)O3)cc1	-4
C[C@H](CO)N1C[C@H](C)[C@@H](CN(C)Cc2ccncc2)Oc2cc(C#CC(C)(C)O)ccc2S1(=O)=O	0
Cc1noc(C)c1NC(=O)N(C)C[C@H]1Oc2c(NC(=O)Nc3ccc(F)cc3)cccc2C(=O)N([C@@H](C)CO)C[C@@H]1C	5
C[C@H](CO)N1C[C@H](C)[C@H](CN(C)CC2CCCCC2)Oc2c(NC(=O)CCCCCC(=O)Nc3ccccc3N)cccc2C1=O	-2
CCCNC(=O)C[C@H]1C[C@H]2c3cc(NC(=O)C4CCOCC4)ccc3O[C@H]2[C@@H](CO)O1	-9
C[C@H]1CN([C@@H](C)CO)C(=O)c2cc(-c3ccccc3F)cnc2O[C@H]1CN(C)C(=O)c1cnccn1	-2
C[C@H]1CN([C@@H](C)CO)C(=O)c2cccc(NC(=O)Nc3ccc(F)cc3)c2O[C@@H]1CN(C)Cc1ccc(Oc2ccccc2)cc1	-2
CC(=O)N(C)C[C@@H]1Oc2ncc(C#Cc3cccc(F)c3)cc2C(=O)N([C@@H](C)CO)C[C@H]1C	1
Cc1noc(C)c1NC(=O)N(C)C[C@@H]1Oc2c(NC(=O)C3CCOCC3)cccc2C(=O)N([C@H](C)CO)C[C@H]1C	-7
C[C@H]1CCCCO[C@@H](CN(C)CC2CCCCC2)[C@@H](C)CN([C@@H](C)CO)C(=O)c2cc(NS(=O)(=O)c3ccc(Cl)cc3)ccc2O1	8
C[C@H](CO)N1C[C@H](C)[C@H](CN(C)Cc2ccc(C(=O)Nc3ccccc3N)cc2)Oc2ccc(N(C)C)cc2C1=O	-2
COc1ccc(S(=O)(=O)Nc2cccc3c2O[C@@H](CN(C)C(=O)Nc2ccc(C(F)(F)F)cc2)[C@@H](C)CN([C@@H](C)CO)C3=O)cc1	-7
CCCC#Cc1cnc2c(c1)C(=O)N([C@H](C)CO)C[C@H](C)[C@@H](CN(C)C(=O)Cc1cccnc1)O2	-2
C[C@H]1CN([C@@H](C)CO)S(=O)(=O)c2ccc(C#CC3(O)CCCC3)cc2O[C@@H]1CN(C)C	3

A stretch from the list above, for reference:
SMILES	NSD2 block
C[C@@H]1CN([C@H](C)CO)C(=O)c2cc(NC(=O)c3ccncc3)ccc2O[C@@H](C)CCCCO[C@H]1CN(C)C	-1
C/C=C/c1ccc2c(c1)O[C@H](CN(C)S(=O)(=O)c1ccc(F)cc1)[C@H](C)CN([C@@H](C)CO)S2(=O)=O	-6
Cc1ccc(S(=O)(=O)Nc2ccc3c(c2)C(=O)N([C@@H](C)CO)C[C@@H](C)[C@@H](CN(C)Cc2ccc(C(F)(F)F)cc2)O3)cc1	-14

Going on with the list:
SMILES	NSD2 block
C[C@@H]1CCCCO[C@@H](CN(C)C(=O)Nc2ccc3c(c2)OCO3)[C@H](C)CN([C@@H](C)CO)C(=O)c2cc(NS(=O)(=O)c3cn(C)cn3)ccc2O1	-3
COc1ccc(S(=O)(=O)Nc2ccc3c(c2)C(=O)N([C@H](C)CO)C[C@H](C)[C@@H](CN(C)CC2CCCCC2)O3)cc1	-3
O=C/C=C/c1ccc(-c2ccccc2)cc1	-2
CC(=O)O[C@@H]1CC[C@@]2(C)C(CC[C@]3(C)C2CC=C2C4CC(C)(C)CC[C@]4(C(=O)O)CC[C@]23C)C1(C)C (some centres not stated)	4
C/C=C/c1ccc2c(c1)O[C@H](CN(C)C(=O)c1ccccn1)[C@@H](C)CN([C@@H](C)CO)S2(=O)=O	0
C[C@@H]1CCCCO[C@H](CN(C)Cc2ccc(C(=O)O)cc2)[C@H](C)CN([C@H](C)CO)C(=O)c2cc(NC(=O)Nc3cccc4ccccc34)ccc2O1	0
Cc1ccc(S(=O)(=O)Nc2ccc3c(c2)CC(=O)N([C@@H](C)CO)C[C@@H](C)[C@H](CN(C)Cc2ccc(Cl)c(Cl)c2)O3)cc1	-4
C[C@H]1CN([C@@H](C)CO)C(=O)Cc2cc(NC(=O)CCCN(C)C)ccc2O[C@H]1CN(C)S(=O)(=O)c1ccc(F)cc1	5
C[C@H](CO)N1C[C@H](C)[C@@H](CN(C)Cc2ccc(Cl)c(Cl)c2)Oc2ccc(NS(C)(=O)=O)cc2CC1=O	-5
C[C@@H]1CN([C@H](C)CO)C(=O)Cc2cc(NC(=O)Nc3ccc4c(c3)OCO4)ccc2O[C@H]1CN(C)S(C)(=O)=O	-3
C[C@@H]1CN([C@@H](C)CO)C(=O)CCCn2cc(nn2)CO[C@@H]1CN(C)Cc1ccccc1	4
CCCC#Cc1cnc2c(c1)C(=O)N([C@H](C)CO)C[C@@H](C)[C@H](CN(C)Cc1ccncc1)O2	3
Cc1ccc(C)c(-c2csc(N)c2C#N)c1	-5
C[C@H](CO)N1C[C@H](C)[C@@H](CN(C)CC2CCCCC2)Oc2ccc(NS(C)(=O)=O)cc2CC1=O	-1
C[C@@H]1CN([C@H](C)CO)C(=O)Cc2cc(NC(=O)C3CCCCC3)ccc2O[C@H]1CN(C)S(=O)(=O)c1ccc(Cl)cc1	-1
C[C@@H]1CN([C@H](C)CO)C(=O)c2cccc(NC(=O)C3CCOCC3)c2O[C@H]1CN(C)Cc1ccncc1	0
COc1ccc(NC(=O)N(C)C[C@@H]2Oc3ccc(NC(=O)Nc4ccc5c(c4)OCO5)cc3C(=O)N([C@H](C)CO)C[C@@H]2C)cc1	-5
C[C@@H]1CN([C@@H](C)CO)C(=O)CCCn2cc(nn2)CO[C@H]1CN(C)Cc1cccnc1	0
COc1ccc(CN(C)C[C@@H]2Oc3ccc(NS(=O)(=O)c4c(C)noc4C)cc3CC(=O)N([C@@H](C)CO)C[C@@H]2C)cc1	29
C[C@H](CO)N1C[C@H](C)[C@@H](CN(C)CC2CCCCC2)Oc2c(NC(=O)Nc3ccc(C(F)(F)F)cc3)cccc2C1=O	3
C[C@H](CO)N1C[C@H](C)[C@@H](CN(C)C(=O)Cc2ccccc2)OCc2ccccc2-c2ccccc2C1=O	-1
COc1ccc(CN(C)C[C@H]2Oc3ccc(NC(=O)C4CC4)cc3CC(=O)N([C@@H](C)CO)C[C@@H]2C)cc1	6
C[C@@H]1CCCCO[C@H](CN(C)Cc2ccccc2)[C@@H](C)CN([C@H](C)CO)C(=O)c2cc(NC(=O)Cc3ccccc3)ccc2O1	-2
C[C@@H]1CN([C@H](C)CO)C(=O)Cc2cc(NC(=O)Nc3ccccc3)ccc2O[C@H]1CN(C)CC1CCCCC1	-17
C[C@@H]1CCCCO[C@@H](CN(C)S(=O)(=O)c2ccc(F)cc2)[C@@H](C)CN([C@H](C)CO)C(=O)c2cc(N(C)C)ccc2O1	-5

Next part
SMILES	NSD2 block
C[C@@H]1CN([C@H](C)CO)C(=O)c2cc(C#Cc3ccccn3)cnc2O[C@@H]1CN(C)Cc1ccncc1	8
C[C@@H]1CN([C@@H](C)CO)C(=O)c2cc(NS(=O)(=O)c3ccccc3)ccc2O[C@@H]1CN(C)S(=O)(=O)c1ccccc1	-3
C[C@H](CO)N1C[C@H](C)[C@@H](CN(C)CC2CCCCC2)OCCCC[C@H](C)Oc2ccc(NS(C)(=O)=O)cc2C1=O	-3
Cc1noc(C)c1NC(=O)N(C)C[C@H]1Oc2c(NC(=O)c3cnccn3)cccc2C(=O)N([C@@H](C)CO)C[C@@H]1C	4
C[C@H](CO)N1C[C@H](C)[C@H](CN(C)Cc2ccncc2)Oc2ncc(Br)cc2C1=O	-1&8
C[C@@H]1CN([C@@H](C)CO)C(=O)c2cccc(NC(=O)CCCCCC(=O)Nc3ccccc3N)c2O[C@H]1CN(C)S(=O)(=O)c1cn(C)cn1	5
C=C(C)[C@@H]1CC=C(/C=N/NC(=O)CCCCCCC(=O)O)CC1	2
C[C@H]1CN([C@@H](C)CO)C(=O)c2cc(NC(=O)C3CC3)ccc2O[C@H]1CN(C)Cc1ccc(C(=O)Nc2ccccc2N)cc1	4
Cc1ccc(/C=N/NC(=O)CCCCC(=O)NO)o1	1

Among those listed so far, 3 have a thiophene ring, fused or not.
SMILES	NSD2 block
C[C@H]1CN([C@@H](C)CO)C(=O)Cc2cc(NS(C)(=O)=O)ccc2O[C@H]1CN(C)S(=O)(=O)c1cccs1	-1
O=C(NCc1cc2ccccc2s1)C1CN(C(c2ccccc2)c2ccccc2)C1	1
Cc1ccc(C)c(-c2csc(N)c2C#N)c1	-5
